EphB4 ephrin blk: antagonists of human EphB4-ephrin-B2 interaction; P54760; AID 720; EphB4 LBD / TNYL-RAW-Alexa532 peptide, fluorescence polarization; inhibition, % at 7 µM; 97,000 compounds, 0.15% hits;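 active = inhibition above the screen-wide mean inhibition plus 3 SD, cut at about 15% in these data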;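 also: 0% = DMSO wells and 100% = excess unlabeled TNYL-RAW peptide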
Rev-RRE block: disrupts HIV-1 Rev binding to RRE RNA; Rev peptide-RRE RNA binding, FRET; inhibition, % at 8 µM; 97,000 compounds, 0.79% hits;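 active = inhibition above the screen-wide mean plus 3 SD, cut at about 35% in these data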;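 also: 0% = median DMSO wells and 100% = median Neomycin B control wells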
Target sequence (P05866 whole entry, looked up): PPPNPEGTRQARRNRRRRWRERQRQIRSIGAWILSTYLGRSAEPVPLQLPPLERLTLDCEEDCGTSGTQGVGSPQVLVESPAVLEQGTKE
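System: Cy5-labelled duplex RRE RNA binding fluorescein-labelled HIV Rev peptide; Signal: fluorescein-to-Cy5 FRET, 480 nm excitation; Also added: labelled Rev peptide; Compound: one concentration, 8 µM nominal; Buffer or medium: HEPES pH 7.5 salt buffer with EDTA; Read-out: % inhibition of FRET ratio versus controls; Schedule: 5 min preincubation and 15 min binding, 25 °C.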
cytoskel mod: cytoskeleton assembly modification | inhibition, % at 2 µM | AID 836 | HUVEC TNFa F-actin phalloidin imaging, high content | 91,000 compounds, 0.18% hits;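 active = inhibition above the batch mean plus 3 SD and confirmed as a hit by visual image inspection, cut at about 30% in these data, passing the limit was not always enough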; also: strong numbers were not always called active
Pyk2 oligo antag: blocks oligomerization of human Pyk2 in cells. Q14289. Q293 cells, Pyk2 FERM NanoBiT luminescence; active compounds read low. z-score (the deposit names both 25 µM and 10 µM). 99,000 compounds, 0.83% hits;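 active = Z-score of -3 or lower, scaled per plate to the spread of control and sample wells; inactive = z-score above -3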;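 also: negative z-score means lost luminescence so less FERM oligomerization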
PTPN22 act: increases human PTPN22 phosphatase activity; Q9Y2R2; recombinant LYP, DiFMUP fluorescence; 0 = plate median, 100 = signal doubled; activation, % at 2 µM; 96,000 compounds, 0.11% hits;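 active = activation at 2 µM above a set limit, the mean plus 5 SD, cut at about 37% in these data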
Target sequence (Q9Y2R2 whole entry, looked up): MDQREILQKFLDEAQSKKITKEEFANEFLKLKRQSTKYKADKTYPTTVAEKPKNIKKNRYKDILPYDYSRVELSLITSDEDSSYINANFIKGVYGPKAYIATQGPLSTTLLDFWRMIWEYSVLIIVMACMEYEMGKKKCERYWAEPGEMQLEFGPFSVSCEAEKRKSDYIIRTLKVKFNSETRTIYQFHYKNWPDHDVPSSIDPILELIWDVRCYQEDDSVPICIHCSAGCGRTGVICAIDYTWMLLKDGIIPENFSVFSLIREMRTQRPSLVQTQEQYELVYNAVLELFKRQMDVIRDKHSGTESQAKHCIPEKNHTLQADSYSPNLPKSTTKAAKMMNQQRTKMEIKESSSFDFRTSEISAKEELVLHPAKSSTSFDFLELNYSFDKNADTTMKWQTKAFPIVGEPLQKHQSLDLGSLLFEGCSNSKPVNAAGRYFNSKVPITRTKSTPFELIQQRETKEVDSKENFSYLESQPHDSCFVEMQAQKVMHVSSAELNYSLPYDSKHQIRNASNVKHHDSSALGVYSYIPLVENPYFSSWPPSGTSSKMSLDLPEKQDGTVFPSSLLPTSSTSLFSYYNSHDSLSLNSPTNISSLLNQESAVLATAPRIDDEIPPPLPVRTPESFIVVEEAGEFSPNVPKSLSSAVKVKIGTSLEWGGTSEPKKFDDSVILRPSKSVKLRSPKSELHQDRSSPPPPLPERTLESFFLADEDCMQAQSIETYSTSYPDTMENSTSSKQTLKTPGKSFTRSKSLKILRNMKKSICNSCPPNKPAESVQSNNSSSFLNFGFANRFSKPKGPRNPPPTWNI
PLK1 kinase inh: blocks human PLK1 kinase activity; 97,000 compounds, 0.53% hits; inhibition, % at 10 µM; recombinant PLK1 kinase, TR-FRET peptide phosphorylation;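 active = inhibition of 50% or more in the single-concentration screen; inactive = inhibition below 50%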;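 also: 0% = DMSO max control and 100% = H-89 dihydrochloride min control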
FAK blocker: blocks human focal adhesion kinase activity; biochemical FAK kinase activity assay; inhibition, %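 (tested at 7 µM)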; 97,000 compounds, 0.84% hits; in the data active = inhibition above about 19%;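 also: 0% = DMSO and 100% = reference compound high control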
LYP inh 2: blocks human PTPN22 phosphatase activity. Q9Y2R2. recombinant LYP catalytic domain, DiFMUP fluorescence. inhibition, % at 2 µM. 96,000 compounds, 0.21% hits. AID 640;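 active = inhibition at 2 µM at or above a set limit, the screen mean plus 3 SD, cut at about 24% in these data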;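 also: 0% = DMSO with enzyme and 100% = enzyme fully blocked by orthovanadate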
Plk1 PBD FP: blocks phosphopeptide binding to human Plk1 polo box domain | P53350 | Plk1 PBD phosphopeptide binding, fluorescence polarization | inhibition, %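 (tested at about 20 µM)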 | 97,000 compounds, 0.13% hits | AID 693; in the data active = inhibition above about 34%, passing the limit was not always enough
* = called active by the depositor; nt = not tested or not shown.

1: CCCCN(C(=O)CCC(=O)Nc1cc(C)on1)C(C(=O)NC(C)(C)C)c1cccc(OC)c1OC (stereo not given)
2: COc1ccccc1NC(=O)C1=C(C)NC2=C(C(=O)CCC2)C1c1ccc(C)o1 (stereo not given)
3: NC(=O)CN1CCN(c2nc(-c3ccc(F)cc3)cs2)CC1
4: Fc1ccccc1CSc1nncn1NCc1cccs1
5: FCCCOc1ccc(-c2ccnc(-c3ccccc3)n2)cc1
6: COc1c(Cl)cc(-c2noc(C)c2C(=O)NCc2ccccc2)cc1Cl
7: CCCCn1c(SCC(N)=O)nnc1-c1cc(OC)c(OC)c(OC)c1
8: CCOC(=O)Nc1ccc2c(c1)N(C(=O)CCN1CCOCC1)c1ccccc1S2=O (stereo not given)
assay / entry | 1 | 2 | 3 | 4 | 5 | 6 | 7 | 8
EphB4 ephrin blk | -4 | -2 | 3 | 0 | 2 | -7 | 1 | 0
Rev-RRE block | -3 | -4 | -3 | 4 | 19 | 20 | 3 | 5
cytoskel mod | -37 | -48 | 10 | -4 | 28 | -6 | nt | 7
Pyk2 oligo antag | -0.63 | 0.37 | 1 | -0.57 | 1.3 | nt | nt | -0.81
PTPN22 act | 23 | 2 | -6 | -6 | 4 | 26 | 1 | -4
PLK1 kinase inh | -7 | -3 | -8 | 16 | -12 | 14 | 1 | -4
FAK blocker | -2 | -2 | 2 | -1 | 4 | 1 | 0 | 4
LYP inh 2 | -24 | -4 | 8 | 6 | -8 | -26 | -2 | 1
Plk1 PBD FP | -4 | -8 | -17 | -4 | -12 | 23 | 15 | 32

The closing four entries of the part before are carried over, then new ones follow.
5: FCCCOc1ccc(-c2ccnc(-c3ccccc3)n2)cc1
6: COc1c(Cl)cc(-c2noc(C)c2C(=O)NCc2ccccc2)cc1Cl
7: CCCCn1c(SCC(N)=O)nnc1-c1cc(OC)c(OC)c(OC)c1
8: CCOC(=O)Nc1ccc2c(c1)N(C(=O)CCN1CCOCC1)c1ccccc1S2=O (stereo not given)
9: Cc1ccc(C)c(CN2CCCNC2=O)c1
10: CCc1ccc(C(=O)N2CCCC2)s1
11: COc1ccc(C2(C)NC(=O)N(CC(=O)NCCC3=CCCCC3)C2=O)cc1OC (stereo not given)
12: O=C(Nc1ccccc1)N(Cc1ccc(Cl)cc1)CC(O)C(F)(F)F (stereo not given)
13: Cc1cc(C)cc(OCCCC(=O)O)c1
14: O=C(Nc1cc(Cl)ccc1Cl)c1ccc(OC(=O)c2ccco2)cc1
15: CC(C)CC(C(=O)NCC1CCCO1)N(C(=O)Cn1nnc(-c2ccc(F)cc2)n1)c1cccc(C(F)(F)F)c1 (stereo not given)
16: CC(C)(C)c1nnc(NC(=O)C2CCN(c3ncccn3)CC2)s1
assay / entry | 5 | 6 | 7 | 8 | 9 | 10 | 11 | 12 | 13 | 14 | 15 | 16
EphB4 ephrin blk | 2 | -7 | 1 | 0 | -6 | 0 | -1 | 0 | 2 | 6 | 9 | -9
Rev-RRE block | 19 | 20 | 3 | 5 | 5 | 3 | 6 | 2 | 8 | 9 | -3 | 4
cytoskel mod | 28 | -6 | nt | 7 | nt | 14 | -10 | -34 | -2 | -6 | -8 | -6
Pyk2 oligo antag | 1.3 | nt | nt | -0.81 | 0.38 | 0.17 | 3.1 | 0.02 | 0.41 | -0.49 | -0.43 | -0.28
PTPN22 act | 4 | 26 | 1 | -4 | -6 | -10 | -3 | 11 | -2 | 0 | -2 | -1
PLK1 kinase inh | -12 | 14 | 1 | -4 | 2 | -9 | -13 | -7 | -11 | -5 | -15 | -17
FAK blocker | 4 | 1 | 0 | 4 | -2 | 2 | -1 | -2 | 1 | 1 | 4 | 4
LYP inh 2 | -8 | -26 | -2 | 1 | 4 | 14 | 4 | -8 | 2 | -3 | 6 | 3
Plk1 PBD FP | -12 | 23 | 15 | 32 | 14 | -19 | 2 | -3 | 13 | 4 | -12 | -2

17: CCC(C(=O)O/N=C(\N)c1cccc(C)c1)c1ccccc1 (stereo not given)
18: O=C(c1ccccc1)c1c[nH]c2cc3c(cc2c1=O)OCCO3
19: CCOc1ccc2c3c(c(=O)oc2c1OCC)CCCC3
20: O=C(COc1cc(O)c2c(=O)cc(-c3ccccc3)oc2c1)c1ccc(F)cc1
21: COc1cccc(NC(=O)CCN2C(=O)c3ccccc3S2(=O)=O)c1
22: O=C1Nc2ccccc2C12Nc1ccccc1-c1nc3ccccc3n12 (stereo not given)
23: CN(Cc1cccs1)C(=O)COc1cccc(-n2cnnn2)c1
24: CC1=CC(=NOC(=O)/C=C/c2ccccc2)C=C(C)C1=O
assay / entry | 17 | 18 | 19 | 20 | 21 | 22 | 23 | 24
EphB4 ephrin blk | -14 | 2 | -4 | -5 | -4 | -5 | 0 | 3
Rev-RRE block | 9 | 4 | 4 | 0 | 0 | 8 | 13 | 7
cytoskel mod | 16 | -15 | -30 | 2 | 4 | -1 | nt | -24
Pyk2 oligo antag | -0.57 | 0 | -0.67 | 0.69 | 2 | -2.7 | 0.32 | 0.54
PTPN22 act | 2 | -12 | 3 | -17 | -3 | 0 | 4 | 5
PLK1 kinase inh | -1 | -8 | -22 | -6 | -27 | -1 | -4 | -5
FAK blocker | -2 | -2 | 2 | 4 | 0 | 3 | 0 | 0
LYP inh 2 | -2 | 9 | 0 | 20 | 1 | -4 | -6 | 0
Plk1 PBD FP | 8 | 2 | 31 | -13 | -21 | -16 | 36 | 26

25: CC1(C)CN2C(=S)N(c3ccccc3)C(c3ccccc3)N2C1 (stereo not given)
26: Cc1ncsc1C(=O)N1N=C2/C(=C/c3ccc(N4CCOCC4)cc3)CCCC2C1c1ccc(N2CCOCC2)cc1 (stereo not given)
27: CC(C)Cc1c(O)nc(SCCN2CCOCC2)[nH]c1=O
28: CCC(C)(C(=O)NC1CCCC1)N(Cc1cccs1)C(=O)Cc1cccs1 (stereo not given)
29: CCC(C)c1ccc(NC(=O)CC(C)=O)cc1 (stereo not given)
30: CC(C)OC(=O)C(C)Oc1ccc(C(=O)NCCc2ccccc2)cc1 (stereo not given)
31: CCCn1c(SCC(=O)Nc2c(C)cccc2CC)nnc1C(C)C
32: CCn1c(CNc2nc(-c3ccccc3)cs2)nnc1SCC(=O)NCc1ccccc1
assay / entry | 25 | 26 | 27 | 28 | 29 | 30 | 31 | 32
EphB4 ephrin blk | -5 | -3 | -3 | -3 | -2 | 1 | 3 | -10
Rev-RRE block | 4 | 8 | 8 | 3 | 6 | 8 | 7 | -2
cytoskel mod | 21 | 22 | 7 | 5 | 12 | -3 | -22 | 9
Pyk2 oligo antag | 0.5 | -0.42 | 0.68 | 0.54 | -0.13 | 0.78 | 1.4 | -0.19
PTPN22 act | -6 | -12 | -6 | -6 | 9 | 2 | 9 | -2
PLK1 kinase inh | 0 | -15 | -4 | -3 | -26 | -14 | -6 | -1
FAK blocker | 2 | -4 | 0 | 1 | -1 | -1 | 10 | 0
LYP inh 2 | 6 | 15 | 6 | 6 | -7 | -3 | -12 | 1
Plk1 PBD FP | 1 | 12 | 4 | -12 | 7 | -10 | 7 | -13

3 entries picked at random from the list so far:
7: CCCCn1c(SCC(N)=O)nnc1-c1cc(OC)c(OC)c(OC)c1
29: CCC(C)c1ccc(NC(=O)CC(C)=O)cc1 (stereo not given)
9: Cc1ccc(C)c(CN2CCCNC2=O)c1
assay / entry | 7 | 29 | 9
EphB4 ephrin blk | 1 | -2 | -6
Rev-RRE block | 3 | 6 | 5
cytoskel mod | nt | 12 | nt
Pyk2 oligo antag | nt | -0.13 | 0.38
PTPN22 act | 1 | 9 | -6
PLK1 kinase inh | 1 | -26 | 2
FAK blocker | 0 | -1 | -2
LYP inh 2 | -2 | -7 | 4
Plk1 PBD FP | 15 | 7 | 14

More structures follow:
33: O=S(=O)(c1ccccc1)c1ccccc1/C=N\O
34: O=c1[nH]c2ccc(S(=O)(=O)N3CCN(Cc4ccccc4)CC3)cc2[nH]c1=O
35: CCOC(=O)C1(N(CC)CC)Sc2cc(C)ccc2NC1=O (stereo not given)
36: COCCn1c(SCC(=O)N2CCCCC2)nc2ccccc2c1=O
37: CCC(=O)Nc1nc(CC(=O)Nc2ccccc2OC)cs1
38: CCC(=O)NC(=S)Nc1ccc(NC(=O)COc2ccc(Cl)cc2Cl)cc1
39: O=C(c1ccccc1)N1CCN2C(=O)c3ccccc3C12c1ccc(Cl)cc1 (stereo not given)
40: CCOC(=O)c1cnc(SC)nc1N
assay / entry | 33 | 34 | 35 | 36 | 37 | 38 | 39 | 40
EphB4 ephrin blk | 0 | 0 | 10 | -1 | 5 | -3 | -5 | -2
Rev-RRE block | 3 | 3 | 6 | 5 | 10 | -1 | 9 | 0
cytoskel mod | -5 | 11 | 3 | -11 | 1 | 0 | 2 | 15
Pyk2 oligo antag | 0.4 | 1.2 | -1.9 | -0.18 | -0.12 | -0.71 | -1.5 | -0.07
PTPN22 act | -8 | -10 | -1 | -5 | -1 | 1 | 1 | 7
PLK1 kinase inh | -4 | -8 | -6 | -2 | -10 | -20 | -14 | -17
FAK blocker | 2 | 4 | 1 | 0 | -1 | -4 | -1 | -1
LYP inh 2 | 6 | 9 | -1 | 3 | 2 | 3 | -4 | -5
Plk1 PBD FP | -16 | -11 | 19 | -18 | -37 | -5 | -8 | -11

41: CC(C)=CCSc1nnc(CCNC(=O)OC(C)(C)C)o1
42: O=C(CSc1ccc2nnc(-c3ccccc3)n2n1)NCC1CCCO1 (stereo not given)
43: Cc1ccc(NC(=O)COC(=O)C2=COCCO2)cc1
44: COc1ccccc1CNS(=O)(=O)c1ccc2[nH]cc(C(=O)O)c(=O)c2c1
45: O=C(CSc1nc2c(cnn2-c2ccc(F)cc2)c(=O)[nH]1)N1CCOCC1
46: O=C(OCCN=C1NS(=O)(=O)c2ccccc21)c1cccnc1
47: O=C(NCCN1CCNCC1)c1ccccn1
48: O=C(CSc1ccccc1)Nc1cccnc1
assay / entry | 41 | 42 | 43 | 44 | 45 | 46 | 47 | 48
EphB4 ephrin blk | -2 | 5 | -10 | -9 | -6 | -1 | 1 | 2
Rev-RRE block | 3 | 7 | 5 | 1 | -1 | 1 | 5 | 4
cytoskel mod | 9 | -14 | -18 | 4 | 11 | 0 | nt | -5
Pyk2 oligo antag | 0.1 | 0.66 | 0.94 | -0.07 | 0 | -0.18 | -0.29 | -0.1
PTPN22 act | 13 | -2 | -8 | 3 | 3 | -2 | -8 | -8
PLK1 kinase inh | -14 | -12 | -7 | 2 | -6 | -9 | -14 | 3
FAK blocker | 0 | 0 | 0 | 3 | 0 | 51* | 1 | 0
LYP inh 2 | -16 | 2 | 7 | -4 | -3 | 2 | 9 | 6
Plk1 PBD FP | 10 | -18 | 9 | -10 | 2 | 10 | -15 | -2

49: O=C1C=C(Nc2ccc(Cl)cc2)CC(c2ccco2)C1 (stereo not given)
50: CSCC[C@H](NC(=O)Nc1ccc(C)cc1C)C(=O)O
51: CCOc1ccc(CCNC(=O)C2CCCN(C(=O)N(C)C)C2)cc1OCC (stereo not given)
52: Cc1c(-c2ccccc2)nc(N)c(C#N)c1-c1ccco1
53: Oc1ccc(-c2[nH]ncc2-c2cccc3cccnc23)c(O)c1
54: c1ccc(Cn2nnnc2-c2ccco2)cc1
55: CCC(C)(C)NC(=O)CN(Cc1ccc2c(c1)OCO2)C(=O)CCC(=O)Nc1ccccn1
assay / entry | 49 | 50 | 51 | 52 | 53 | 54 | 55
EphB4 ephrin blk | -5 | -5 | -2 | 4 | 9 | -4 | 0
Rev-RRE block | 2 | 1 | -3 | 6 | 4 | 4 | 4
cytoskel mod | -10 | 7 | 32 | -6 | 31 | 2 | -19
Pyk2 oligo antag | -0.21 | 0.1 | 0.89 | 1.5 | -0.66 | 0.22 | 0.35
PTPN22 act | -5 | -3 | -6 | 24 | -14 | 2 | -3
PLK1 kinase inh | -4 | -6 | -5 | -5 | -3 | -8 | 2
FAK blocker | 6 | -1 | -5 | -8 | 5 | 2 | -1
LYP inh 2 | 4 | 2 | 10 | -27 | 14 | -7 | -2
Plk1 PBD FP | 10 | -3 | -1 | -16 | 11 | -5 | 7

Source: PubChem BioAssay
